ELG1 repair inh – ELG1-dependent DNA repair inhibition; AID 504467; actives 2.3% (n = 330,000); HEK293T ELG1-luciferase reporter, luminescence, 16 h; DNA damage induced by 5-fluorouridine; Potency, µM (series often up to 46.1 µM), without a hit: top-dose activity change, negative = inhibition, actives largely listed as inhibitors; note: potency is the fitted concentration of half-maximal effect; % is set by controls: 0 for no effect and ±100 for the full control effect; nearly all actives have a fitted effect of over 55% in size
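Step one: seed 2,000 cells per well. Step two: pin-transfer compound or DMSO alongside 5-fluorouridine. Step three: incubate 16 hr, 37 °C, 5% CO2. Step four: add ONE-Glo, wait 30 min, read luminescence.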
Tb PFK inh – blocks T. brucei phosphofructokinase. O15648. T. brucei PFK, ADP-Glo luminescence. Potency, µM (doses to about 57.5 µM), inactives show at the highest dose activity, negative = inhibition, hits mostly inhibitors. actives 0.17% (n = 330,000). AID 485367;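 note: potency is the fitted concentration of half-maximal effect; 0% = uninhibited 1x PFK enzyme wells and -100% = no-enzyme wells; nearly all actives have a fitted effect of over 60% in size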
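PFK 1.25 nM, F6P 0.5 mM, ATP 0.1 mM, 0.1 M TEA pH 8.0, 5 mM MgCl2, 0.01% Tween20, 0.1% BSA; 45 min RT. ADP-Glo readout. qHTS titration up to 57 uM; curves fitted, compounds curve-classed.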
Chronic BCR inh – blocks chronic active B-cell receptor signaling. ABC-DLBCL IkBa-CBG/CBR reporter, luminescence ratio, 4 h. AID 493014. actives 0.05% (n = 340,000). Potency, µM (doses to about 46.1 µM), without a hit: at the highest dose ratio change, negative = lower green/red ratio, hits mostly inhibitors; active = well fitted inhibition curve with a large enough effect in the signal ratio, with a control signal flat, not every such curve was filed as active; inconclusive = small, poorly fitted or top-dose-only effect, or effect the other way, or a change in a side signal; the % refers to the signal ratio;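 note: potency is the fitted concentration of half-maximal effect; plate controls were basal doxycycline-induced cells for no effect and cells given 10 µM MG132 for full effect; MG132 reads +100%, hits lower the ratio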
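Compounds up to 46 uM were incubated four hours with TMD8 cells whose green CBG68 luciferase is fused to IkappaBalpha; red CBR luminescence normalised the signal, and concentration-effect curves were fitted to fusion, red and ratio data.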
PTAP TSG101 blk – blocks PTAP/TSG101 interaction to inhibit HIV-1 budding; Fluorescence polarization, FITC-PTAP peptide / Tsg101 binding; Potency, µM (top dose mostly 115 µM), for the others: at the top dose activity change, negative = inhibition, most hits filed as inhibitors; Q99816; AID 493005; 340,000 tested, under 10 active; active = well fitted inhibition curve with a large enough effect in the main read-out, with a control signal flat, not every such curve was filed as active; inconclusive = small, poorly fitted or top-dose-only effect, or effect the other way, or a change in a side signal; inactive = no such curve, though single readings can be large or run the other way; note: potency is the fitted concentration of half-maximal effect; % of control where 0% means no effect
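Fluorescence anisotropy tracks displacement of a FITC-tagged PTAP peptide (50 nM) from the Tsg101 binding domain (10 uM), following a 20 min room-temperature incubation at pH 7.5.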
Mito fusion act – inhibitors of mitochondrial division or activators of mitochondrial fusion. S. cerevisiae fusion-defective mutant growth rescue, CellTiterGlo 48 h. Potency, µM (highest dose often 46.1 µM), inactives show at the highest dose growth rescue (activation), usual class: activators. actives 0.23% (n = 320,000). AID 485298;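 note: potency is the fitted concentration of half-maximal effect; % of control where 0% means no effect; nearly all actives have a fitted effect of over 45% in size; temperature-sensitive fusion mutants such as fzo1-1 at 37 °C on non-fermentable ethanol glycerol medium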
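Temperature-sensitive fusion-defective S. cerevisiae (e.g. fzo1-1, mgm1-5) were grown with compound in YPEG medium (3% ethanol, 3% glycerol) for 48 hours at 37C. Growth rescue was measured as viability by CellTiterGlo luminescence after 10 minutes at ambient.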
uPA generation – inhibitors of cell surface uPA generation; cell surface uPA generation assay, qHTS; Potency, µM (doses to about 38.3 µM), for the others: at the highest dose activity change, negative = inhibition, hits mostly inhibitors; actives 0.31% (n = 330,000); AID 540303; active = well fitted inhibition curve with a large enough effect; inconclusive = small, poorly fitted or top-dose-only effect; inactive = no such curve, though single readings can be large or run the other way; tested in mouse RAW 264.7 cells; note: potency is the fitted concentration of half-maximal effect; % is set by controls: 0 for no effect and ±100 for the full control effect; nearly all actives have a fitted effect of over 55% in size
Eya2 inh – inhibitors of human Eya2 phosphatase activity | AID 488837 | actives 0.006% (n = 330,000) | Potency, µM (top dose mostly 76.9 µM), without a hit: at the highest dose activity, negative = inhibition, hits mostly inhibitors | recombinant Eya2, OMFP fluorescence dephosphorylation (OMFP is methylfluorescein phosphate); note: potency is the fitted concentration of half-maximal effect; % is set by controls: 0 for no effect and ±100 for the full control effect
Target sequence (O00167 whole entry, looked up): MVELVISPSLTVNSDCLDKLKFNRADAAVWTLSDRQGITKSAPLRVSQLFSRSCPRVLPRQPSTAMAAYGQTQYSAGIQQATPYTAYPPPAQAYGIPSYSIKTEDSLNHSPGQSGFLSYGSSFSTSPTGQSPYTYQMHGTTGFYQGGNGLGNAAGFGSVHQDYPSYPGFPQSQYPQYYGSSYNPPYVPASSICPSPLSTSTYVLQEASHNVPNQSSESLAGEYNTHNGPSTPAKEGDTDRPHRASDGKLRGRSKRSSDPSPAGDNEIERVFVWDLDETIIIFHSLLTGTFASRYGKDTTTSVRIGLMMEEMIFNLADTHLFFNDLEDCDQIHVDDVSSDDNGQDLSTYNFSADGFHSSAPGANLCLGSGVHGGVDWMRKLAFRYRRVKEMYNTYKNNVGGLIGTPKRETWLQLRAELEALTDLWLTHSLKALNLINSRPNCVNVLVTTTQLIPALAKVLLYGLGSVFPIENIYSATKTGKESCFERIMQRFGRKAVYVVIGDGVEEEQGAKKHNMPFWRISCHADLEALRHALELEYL
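Eya2 protein (added as 0.2 uM solution) was preincubated with compound for 10 min at ambient temperature in 50 mM HEPES pH 7.5, 50 mM NaCl, 5 uM MgCl2, 0.05% BSA, 1 mM DTT. OMFP (added at 50 uM) then reacted 10 min; fluorescence read at 485/525 nm.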
TCR activator – activators of T cell receptors | primary human leukocytes, anti-CD3, IL-2 HTRF, 48 h | Potency, µM (series often up to 9.22 µM), without a hit: top-dose activation of IL-2 secretion, hits mostly activators | 330,000 tested, under 10 active | AID 504894; note: % of control where 0% means no effect
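TCR engagement came from a-CD3 beads alone, with compounds added to primary human leukocytes for 48 hr. Secreted IL-2 bridged europium cryptate- and d2-labelled anti-IL-2 antibodies, giving FRET emission at 665nm after 320nm excitation.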
USP2a inh – blocks human ubiquitin-specific protease USP2a; Potency, µM (titrated, usually from 38.3 µM), inactives show at the top dose activity change, negative = inhibition, usual class: inhibitors; actives 0.01% (n = 330,000); AID 463254; USP2 core, Ub-CHOP2 coupled fluorogenic reporter, 485/531; O75604;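 note: potency is the fitted concentration of half-maximal effect; plate controls were DMSO wells for no effect and full inhibition by NEM control for full effect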
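USP2 core (10nM final) preincubated 30min RT with compound in 20mM Tris-HCl pH 8.0, 2mM CaCl2, 2mM beta-mercaptoethanol, 0.05% CHAPS; 25nM Ub-CHOP2 plus 25nM reporter substrate added, fluorescence (Ex485/Em531) read after 60min.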
B2AR arrestin – recruits beta-arrestin to the human beta2-adrenergic receptor | P07550 | beta-arrestin recruitment to beta2AR, cell-based reporter | Potency, µM (titrated, usually from 46.1 µM), for inactives: top-dose activation, actives largely listed as activators | actives 0.02% (n = 330,000) | AID 492947;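 note: potency is the fitted concentration of half-maximal effect; 0% = DMSO controls and full agonism = EC100 isoproterenol or metaproterenol; nearly all actives have a fitted effect of over 65% in size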
Target sequence (P07550 whole entry, looked up): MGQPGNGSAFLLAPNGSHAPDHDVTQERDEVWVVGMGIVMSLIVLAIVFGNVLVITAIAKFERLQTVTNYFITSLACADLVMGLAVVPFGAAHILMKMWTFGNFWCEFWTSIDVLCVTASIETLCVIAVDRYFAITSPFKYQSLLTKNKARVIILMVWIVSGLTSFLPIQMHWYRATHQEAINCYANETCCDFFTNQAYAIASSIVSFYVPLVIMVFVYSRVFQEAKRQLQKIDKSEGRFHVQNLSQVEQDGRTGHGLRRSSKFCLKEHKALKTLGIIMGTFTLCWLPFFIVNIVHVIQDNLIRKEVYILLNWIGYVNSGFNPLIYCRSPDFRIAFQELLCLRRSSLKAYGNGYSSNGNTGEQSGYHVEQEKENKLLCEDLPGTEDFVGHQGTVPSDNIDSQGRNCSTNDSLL
TSHR antag – blocks TSH signaling through the human TSH receptor. activity change, negative = inhibition, % at 11.5 µM. P16473. TSHR-expressing cells, TSH-stimulated cAMP HTRF, 2 h; active compounds read low. AID 504810. actives 0.2% (n = 330,000);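 active = activity change below a set negative limit, meaning inhibition stronger than a set level, cut at about -70% in these data; inconclusive = activity change between two set negative limits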; note: % is set by controls: 0 for no effect and ±100 for the full control effect
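Antagonism was scored as loss of TSH-driven cAMP in TSHR cells, stimulated with 4nM TSH (EC80) for 2 hours at 37 deg C and detected by homogeneous HTRF competition immunoassay.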
* hit, by the source's call; ? = inconclusive; nt = not tested or not shown; & = joins results of further samples; [ ] = another dose, or the depositor's remark. Unless noted, calls come from the whole dose curve; as a rule, active = well fitted curve in the direction sought with a large enough effect; inconclusive = small, poorly fitted or top-dose-only effect, or another doubt; inactive = no such curve, though single readings can be large; an effect the other way counts as inactive or inconclusive. Compounds as they come, and some 3% of all compounds hit somewhere here.

SMILES	ELG1 repair inh	Tb PFK inh	Chronic BCR inh	PTAP TSG101 blk	Mito fusion act	uPA generation	Eya2 inh	TCR activator	USP2a inh	B2AR arrestin	TSHR antag
COc1cc(CN2CCNC(=O)C2CC(=O)NCCC2=CCCCC2)cc(OC)c1 (configuration not stated)	-8%	-3%	-13%	-2%	0%	0%	-13%	-3%	0%	-0.1%	0
O=C1c2ccccc2OCOc2ccccc21	6%	-1%	-2%	-12%	3%	5%	37%[15.4 µM]	-5%	1%	-0.9%	2
c1ccc(CCNc2nc(-c3ccccn3)cs2)cc1	?	-4%	?	-6%	-4%	1%	-1%	6%	-1%	?	10
CC(C)N(C(=O)c1ccc(C(=O)Nc2ccc([N+](=O)[O-])cc2)cc1)C(C)C	?	-8%	0%	-4%	-8%	9%	3%	nt	0%	-0.3%	6
CN1C2CCC1CC(NC(=O)c1cc(S(=O)(=O)N(C)C)c(Cl)cc1Cl)C2 (configuration not stated)	?	0%	2%	-7%	2%	8%	-5%	-1%	1%	0.2%	9
S=c1[nH]nc(C2CCCCC2)n1/N=C/C(Cl)=C\c1ccccc1	-14%	0%	?	1%	-11%	-6%	-15%	-1%[46.1 µM]	0%	9.9%	-7
CCN1CCC2(CC1)N=C(c1ccc(F)cc1)C(=S)N2C(=O)c1ccc(C)cc1	-19%	-1%	-18%	-1%	0%	-3%	3%	1%[46.1 µM]	-6%	-0.6%	2
Cc1c(C)n2c(SCC(=O)NCc3ccc4c(c3)OCO4)nnc2[nH]c1=O	21%	-3%	6%	-1%	7%	0%	11%	-15%	1%	-0.1%	4
Cc1cc(-c2ccc(C)c(S(=O)(=O)NCCc3ccc(S(N)(=O)=O)cc3)c2)on1	-3%	2%	0%	0%	0%	11%	5%	2%	2%	0.0%	-8
COc1ccccc1NC(=O)Cn1nnc(-c2ccccc2NC(=O)c2cc3ccccc3oc2=O)n1	?	-2%	-11%	-8%	0%	44%[activator]	-8%	nt	3%	0.1%	-2
CC(=O)c1ccc(OCCCC(=O)Nc2cccc(-c3nn[nH]n3)c2)cc1	9%	-1%	4%	-2%	-2%	-2%	9%	-1%	2%	-0.5%	3
Cc1ccc(CSCCNC(=O)c2ccc(N(C)S(=O)(=O)c3ccccc3)cc2)cc1	?	1%	10%	-1%	11%	-9%	15%	3%	0%	0.2%	-41
CC(=O)N1CCN(C(=O)c2c(-c3ccccc3)noc2C)CC1	19%	0%	-1%	-11%	0%	3%	6%	-2%	1%	0.1%	-14
COc1ccc(OC)c(NC(=O)c2cccc(NC(=O)c3ccccc3)c2)c1	?	4%	?	-5%	2%	-5%	-1%	-33%	1%	0.2%	2
O=C(CNS(=O)(=O)c1ccc(F)c(Cl)c1)N1CCCC1	6%	1%	1%	-10%	2%	12%	1%	4%	2%	-0.4%	15
Cc1ccc(C)c(S(=O)(=O)N2CCN(C(=O)CN3C(=O)NC(C)(C)C3=O)CC2)c1	19%	-4%	-3%	-4%	-2%	-42%	12%	-5%	2%	-0.1%	7
COc1ccccc1C(=O)COC(=O)CNS(=O)(=O)c1ccc(NC(C)=O)cc1	?	-4%	?	0%	-2%	5%	-6%	-6%	-4%	0.4%	5
c1cncc(CNc2ncnc3ccc(-c4cccnc4)cc23)c1	-7%	5%&0%	?	0%	1%	-9%	4%&-1%	1%	0%&3%	0.3%&0.0%	-2&2
COc1ccc([C@H]2CC(=O)C=C(c3cc(Br)ccc3OC)C2)cc1	-23%	2%	0%	1%	nt	?	-3%	2%	-3%	0.2%	-10
Cc1ccc(C(=O)OCC(=O)c2ccc(CC(=O)N3CCOCC3)s2)c(C)c1	22%	?	0%	1%	-1%	2%	17%	5%	3%	-0.6%	-7
COc1ccccc1NC(=O)Nc1nn(C)c2cccc(N(C)C)c12	?	-5%	4%	1%	8%	10%	-4%	0%	1%	-0.9%	-7
COc1cc(NC(=O)CSc2nnc(C)s2)cc(OC)c1OC	13%	-11%	-11%	-2%	-3%	-2%	-8%	-17%	-1%	-0.4%	-7
Cc1nn(C)cc1NC(=O)Cn1nc(C(F)(F)F)cc1C1CC1	1%	0%	5%	-2%	0%	8%	0%	1%[46.1 µM]	5%	-0.5%	-4
CCCCc1cc(=O)oc2cc(OCC(=O)Nc3cccnc3)c(Cl)cc12	-1%	1%	-4%	1%	0%	10%	4%	-3%	0%	-0.7%	-6
CCN1CCN(C(c2ccc(C(F)(F)F)cc2)c2ccc3cccnc3c2O)CC1 (configuration not stated)	22%	?	-16%	1%	17%	-9%	-9%	-1%	2%	4.1%	11
CCn1cc(C(=O)O)c(=O)c2cnc(N3CCN(C(=S)NC(=O)c4ccc(Cl)cc4Cl)CC3)nc21	8%	2%	1%	-3%	-7%	-12%	-5%	0%	1%	0.2%	-7
Cc1ccc(-n2ncc3c(=O)[nH]c(SCC(=O)N4CCC(C)CC4)nc32)cc1C	-2%	0%	?	-1%	-3%	-9%	-3%	-1%	1%	0.3%	-1
CCc1cccc(NC(=O)c2ccc(Br)o2)c1	?	4%	-19%	-2%	1%	12%	0%	-12%	2%	0.3%	-7
CCn1c(=O)cc(SCC(=O)N2CCN(C)CC2)c2ccccc21	?	-4%	-29%	0%	0%	-7%	-35%	3%	1%	-0.1%	-5
CCOc1ccc(NC(=O)CCCn2c(=S)[nH]c3ccsc3c2=O)cc1	-11%	-14%	4%	0%	-2%	5%	10%	12%	0%	0.0%	-1
CN1CCN(C(=S)Nc2ccc(Cl)cc2Cl)CC1	14%	-1%	4%	-1%	4%	0%	7%	4%	-4%	0.0%	4
Nc1scc[n+]1Cc1cccc2cccnc12	-6%	1%	-4%	-6%	-3%	4%	-3%	1%	5%	-0.4%	-4
COc1cccc(CNC(=O)CN2C(=O)CSc3ccc(S(=O)(=O)N4CCCC4)cc32)c1	3%	0%	-2%	-3%	-11%	?	-17%	5%	-1%	-0.4%	6
Cc1ccc(CN2C(=O)CCC2C(=O)NCCCN2CCOCC2)cc1 (configuration not stated)	2%	0%	7%	-13%	-2%	4%	6%	-9%	2%	-0.6%	0
Cc1ccc2c(c1)N(CC(=O)N1CCCCC1C)C(=O)CO2 (configuration not stated)	7%	0%	2%	-2%	1%	-1%	-6%	4%	4%	-0.3%	-1
CC(=O)Nc1ccc(C(=O)OCC(=O)NC(=O)NC2CCCCC2)cc1	-4%	0%	-4%	-7%	9%	-2%	22%[15.4 µM]	-7%	1%	-0.4%	-3
C[C@@H]1CC=C[C@H]2[C@H]1C(=O)N(Cc1ccccc1)[C@H]2c1ccc(-c2ccc(N(C)C)cc2)cc1F	?	-3%	-1%	0%	-5%	7%	-11%	-1%	0%	-0.5%	-12
Cc1ccc(C(=O)COC(=O)c2ccco2)cc1C	?	-6%	?	-3%	2%	-4%	2%	-4%	-1%	-0.4%	-7
COc1ccc(NS(=O)(=O)c2cccc3cccnc23)cc1Cl	-7%	-4%	0%	-8%	-4%	2%	-11%	-6%	-4%	4.7%	27
CC(=O)c1cccc(OCC(=O)Nc2cccc(C(=O)Nc3c(C)n(C)n(-c4ccccc4)c3=O)c2)c1	?	-3%	-10%	-4%	4%	2%	22%	3%	0%	0.1%	8
NC(=O)C1CCN(C(=O)CSc2ccccn2)CC1	-4%	-1%	3%	-11%	5%	-3%	3%	nt	-2%	0.2%	-7
CCCn1c(SCC(=O)NNC(=O)c2ccccc2)nnc1-c1cccnc1	?	-15%	-8%	-9%	-1%	-1%	-5%	-3%	-1%	-0.9%	22
Cc1ccc(OCCn2ccnc2)c(C)c1	12%	12%	2%	-3%	-10%	16%	-11%	9%	1%	0.0%	31
O=C(CCNS(=O)(=O)c1ccccc1C(F)(F)F)NCCCSc1ccccc1	-6%	0%	-3%	nt	2%	-9%	-25%	-1%	0%	-0.8%	-1
CCS(=O)(=O)C(=C(Nc1ccc(OC)cc1)Nc1ccc(OC)cc1)S(=O)(=O)CC	-22%	-1%	0%	0%	2%	6%	7%	2%	4%	0.6%	24
CCOC(=O)c1sc(N/N=C/c2ccccc2)nc1C	?	-7%	7%	-1%	-2%	3%	-14%	0%[46.1 µM]	-2%	2.2%	-7
CCN(CC)c1ccc(S(=O)(=O)N2CCOCC2)cc1NC(=O)COC(=O)c1cccnc1SC	-26%	1%	8%	-6%	1%	6%	-8%	8%	-1%	0.1%	-12
